Compound activity as filed in PubChem BioAssay.
Hep lipid drop – inhibitors of hepatocyte lipid droplet formation, primary screen, imaging, high-throughput imaging, BODIPY stain | AML12 mouse hepatocytes, oleate lipid droplets | inhibition, % at 6.5 µM | 0.4% of 240,000 active;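 active = lipid droplet intensity inhibited by at least 50%, with more than 500 cells counted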
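material = mouse AML12 hepatocyte cell line, fixed after treatment | also added = 100 µM oleic acid challenge | doses = compound at 6.5 µM only | schedule = overnight exposure | technique = Image-based BODIPY and DAPI two-channel analysis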
GPR55 beta-arrestin – GPR55 agonists via beta-arrestin recruitment, primary screen, imaging, U2OS cells, beta-arrestin-GFP redistribution (AID 1961) | one-dose activation, % at 10 µM; EC50 in µM for titrated hits | U2OS GPR55 beta-arrestin-GFP redistribution imaging; higher % means a stronger effect | G-protein coupled receptor 55 (Homo sapiens) | 0.048% of 290,000 active;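 active = activation above 40% with more than 50 cells counted in the well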;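 note: U2OS osteosarcoma cells stably expressing GPR55 and beta-arrestin-GFP; plate controls were DMSO negative control for no effect and LPI positive control for full effect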
GPR35 antagonists – GPR35 antagonists blocking zaprinast-driven arrestin recruitment, primary screen, imaging, U2OS, beta-arrestin-GFP, zaprinast agonist (AID 2058) | U2OS GPR35 beta-arrestin-GFP translocation imaging, zaprinast antagonism; higher % means a stronger effect | one-dose inhibition, % at 10 µM; IC50 in µM for titrated hits | 0.052% of 290,000 active;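 active = inhibition of at least 50% with at least 30 cells and total cytoplasm GFP at most 10,000,000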
GPR55 LPI antagonism – GPR55 antagonists blocking LPI-driven arrestin recruitment, primary screen, imaging, U2OS, beta-arrestin-GFP, LPI agonist (AID 2013); inhibition, % at 10 µM; hits with a dose series show IC50 in µM; G-protein coupled receptor 55 (Homo sapiens); 0.13% of 290,000 active; U2OS GPR55 beta-arrestin-GFP translocation imaging, LPI antagonism; higher % means a stronger effect;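 active = spots per cell inhibited over 60%, with over 100 cells counted and total cytoplasm intensity under 500,000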;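 note: U2OS cells stably carrying GPR55 and arrestin-GFP stimulated by 5 µM LPI near EC80; imaged beta-arrestin-GFP aggregate spots per cell after agonist stimulation; plate controls were LPI-stimulated DMSO wells for no effect and DMSO wells without LPI for full effect; some results filed as inactive read as strong as hits; confirmed hits need IC50 under 10 µM and bright autofluorescent wells are also inconclusive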
T cell HTS – modulators of CD8 T cell-vesicle binding, primary screen, mouse 2C CD8+ T cells, flow cytometry | calls only at 7 µM | 0.068% of 330,000 active | 2C CD8+ T cell-vesicle binding; hits give low values;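 active = response, share of CD8 T cells binding vesicles, and their 90th percentile fluorescence all below set limits, cut at about 80% in these data, passing the limit was not always enough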
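Assay system: 2C TCR transgenic mouse naive CD8+ T cells, MACS-purified | Read-out: CD8+ gate FL2 mean fluorescence as % of same-row positive control | Signal: High-throughput flow cytometry with anti-B7-1 and anti-CD8 staining | Timing: Binding step 1.5 h, 37 °C, antibody labelling 20 min, ice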
MgcRacGAP inhibition – MgcRacGAP GTPase-activating activity inhibitors, confirmation, biochemical, ADP Hunter fluorescence | Rac GTPase-activating protein 1 (Homo sapiens) | MgcRacGAP-stimulated Rac1 GTP hydrolysis, ADP Hunter fluorescence; higher % means a stronger effect; GST-tagged Rac1 F28L mutant substrate | inhibition, % at 30 µM, or IC50 in µM where a hit was titrated | 0.6% of 340,000 active;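 active = first-screen hits whose inhibition reached a set limit at any dose in the follow-up dose series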;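 note: fluorescence reports GDP produced by GAP-driven GTP hydrolysis; strong numbers were not always called active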
SV40 large T antigen – SV40 large T antigen inhibitors, biochemical (AID 1903); SV40 large T antigen ATPase/helicase inhibition assay; higher % means a stronger effect; inhibition, % at 20 µM; hits with a dose series show IC50 in µM; 0.39% of 310,000 active; in the data active = a potency from the dose series; note: strong numbers were not always called active
NTR1 agonist – agonists of NTR1, primary screen, imaging, U2OS cells, beta-arrestin-GFP, high content (AID 493036) | activation, % at 20 µM | 0.17% of 330,000 active | NTR1-U2OS beta-arrestin-GFP spot imaging, agonist mode | Neurotensin receptor type 1 (Homo sapiens), P30989;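 active = activation at or above 40% of the spot to cytoplasm intensity ratio, with at least 20 cells analyzed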;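 note: 0% = DMSO without peptide and 100% = 100 nM NTR1 peptide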
Target sequence (P30989 whole entry, looked up): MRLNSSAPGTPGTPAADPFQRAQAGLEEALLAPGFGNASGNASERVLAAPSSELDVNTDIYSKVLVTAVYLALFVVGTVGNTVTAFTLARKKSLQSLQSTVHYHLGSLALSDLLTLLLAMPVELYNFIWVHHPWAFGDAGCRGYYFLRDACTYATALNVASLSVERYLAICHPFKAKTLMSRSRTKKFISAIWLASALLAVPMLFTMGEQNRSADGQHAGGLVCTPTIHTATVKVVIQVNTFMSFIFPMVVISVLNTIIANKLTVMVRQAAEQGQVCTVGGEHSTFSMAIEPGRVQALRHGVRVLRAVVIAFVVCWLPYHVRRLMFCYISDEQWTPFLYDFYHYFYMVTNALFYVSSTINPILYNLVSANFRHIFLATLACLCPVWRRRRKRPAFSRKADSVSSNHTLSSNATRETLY
LYP phosphatase – inhibitors of LYP phosphatase, biochemical, fluorescence intensity, uHTS (AID 1779); recombinant LYP phosphatase, fluorescence intensity; higher % means a stronger effect; inhibition, % at 11.5 µM; hits with a dose series show IC50 in µM; 0.054% of 290,000 active; in the data active = inhibition above about 50%;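 note: plate controls were vehicle with enzyme for no effect and no enzyme for full effect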
Hep lipid drop cells 6.5 µM – also measured in Hep lipid drop; calls as there; cell count; measured here: cell count, cytotoxicity flag;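 cells counted across two imaged fields per well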
T cell HTS vesicle-bound % – recorded beside T cell HTS, whose call it bears; double positive events, %; measured here: CD8+ vesicle-bound cell fraction;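 binding gate set so that unloaded-vesicle control wells show 10% double positive cells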
NTR1 agonist cell count 20 µM – recorded beside NTR1 agonist, whose call it bears; cell count; measured here: cell count, cytotoxicity flag
An asterisk follows results filed as active; i = inactive; . = not tested or not shown.

SMILES	Hep lipid drop	Hep lipid drop cells 6.5 µM	GPR55 beta-arrestin	GPR35 antagonists	GPR55 LPI antagonism	T cell HTS	T cell HTS vesicle-bound %	MgcRacGAP inhibition	SV40 large T antigen	NTR1 agonist	NTR1 agonist cell count 20 µM	LYP phosphatase
CC(=O)Nc1ccc(NC(=O)CNC(=O)c2sc3ccccc3c2Cl)cc1	.	.	.	.	.	i	10	4%	13%	0.6	61	.
O=C(Nc1nc(-c2ccccn2)cs1)C12CC3CC(CC(O)(C3)C1)C2	-9	677	-0.2%	-6%	16%	i	68	6%	13%	2.5	52	-3%
COc1cc(=O)[nH]c(SC(C)C(=O)Nc2cccc3ccccc23)n1 (centres undefined)	-6	807	-0.2%	0%	7%	i	43	5%	21%	-1.2	59	-9%
O=S(=O)(Nc1ccccc1)c1ccc(-c2cnc(C3CC3)o2)cc1	1	751	-0.2%	2%	-18%	i	50	-36%	16%	2.8	76	-5%
O=C(NCCc1ccccc1)c1cc2sccc2n1Cc1ccccc1	.	.	-0.1%	5%	8%	i	43	-2%	13%	1.7	49	-1%
CCOC(=O)CN1C(=O)N[C@@H](c2cccc(C(F)(F)F)c2)C(C(C)=O)=C1C	.	.	.	.	.	i	6	-5%	13%	0.5	88	.
CC1(C)Cc2c(C#N)c(N3CCN(C(=O)c4ccccc4)CC3)nc(-c3ccco3)c2CS1	2	762	0.2%	17%	8%	i	38	29%	36%	7.5	74	2%
O=C(CNC(=O)c1ccccc1)N/N=C/c1ccccc1Cl	0	704	-0.6%	4%	-5%	i	22	4%	12%	0.0	30	-3%
O=C(O)CSc1cccc2cccc(C(=O)O)c12	-15	605	-0.1%	13%	9%	i	52	1%	7%	-0.9	100	1%
COc1ccccc1NS(=O)(=O)c1cccc(C(=O)N/N=C(\C)c2ccc3c(c2)OCCO3)c1	-20	561	0.5%	14%	-6%	i	28	2%	-2%	-0.9	31	-8%
Cc1ccc(SCC(=O)O/N=C(\N)c2cccnc2)cc1	2	693	-0.1%	6%	3%	i	35	5%	6%	-0.5	53	-11%
O=C(N/N=C(\Cc1ncc[nH]1)c1ccccc1)c1ccncc1	-5	593	-0.4%	11%	12%	i	17	4%	12%	-1.9	53	-4%
Cc1sc2ncnc(N3CCC(C(=O)Nc4nc(-c5ccc(F)cc5)cs4)CC3)c2c1C	.	.	.	.	.	i	42	13%	12%	5.6	55	.
COc1ccc(C(=O)CC(=O)C(=O)Nc2cc([N+](=O)[O-])ccc2OC)cc1	5	415	-0.1%	7%	-1%	i	13	2%	2%	2.1	102	-8%
CN(C)C(=O)CS(=O)(=O)c1ccc(Cl)cc1	0	723	0.2%	18%	-4%	i	36	3%	7%	-0.1	43	-6%
Cc1ccccc1CSCC(=O)NCc1ccco1	4	740	0.1%	0%	13%	i	20	2%	7%	0.2	75	-9%
CN1C(=O)Cc2cc(S(=O)(=O)Nc3ccc(N4CCOCC4)cc3)ccc21	8	792	0.3%	4%	-7%	i	10	9%	14%	-1.6	57	-7%
Cc1cccc2cc(C3CC(c4cccs4)=NN3S(C)(=O)=O)c(Cl)nc12 (centres undefined)	12	693	-0.3%	17%	-6%	i	19	-1%	-1%	5.2	58	12%
Cc1ccc2sc(NC(=O)c3ccc(N4C(=O)CCC4=O)cc3)nc2c1C	15	747	0.6%	-7%	8%	i	39	8%	5%	-1.0	87	-6%
CC(C)CN(C(=O)COC(=O)c1ccc([N+](=O)[O-])o1)C1CCS(=O)(=O)C1 (centres undefined)	20	624	0.8%	3%	1%	i	45	6%	-40%	3.6	55	2%
O=c1cc(O)n(-c2ccccc2)c(=S)[nH]1	-11	750	-0.5%	-4%	-2%	i	31	13%	24%	-2.3	93	-2%
O=[N+]([O-])c1ccc(N2CCN(CC3CCCCC3)CC2)cc1	3	766	0.0%	-1%	24%	i	60	31%	9%	1.3	61	-11%
CC(C(=O)NCCc1ccc(S(N)(=O)=O)cc1)N1C(=O)CC(C)(C)Sc2ccccc21 (centres undefined)	-2	808	0.0%	2%	-1%	i	43	8%	3%	1.1	45	-5%
Cc1ccc(N2CC(C(=O)NCCCn3ccnc3)CC2=O)cc1 (centres undefined)	3	754	0.0%	6%	7%	i	48	5%	0%	0.9	77	-5%
CCCn1c(SCC(=O)NC2CCCC2)nnc1-c1cccnc1	-42	716	-0.2%	-8%	7%	i	14	4%	8%	2.8	57	-2%
SMILES	Hep lipid drop	Hep lipid drop cells 6.5 µM	GPR55 beta-arrestin	GPR35 antagonists	GPR55 LPI antagonism	T cell HTS	T cell HTS vesicle-bound %	MgcRacGAP inhibition	SV40 large T antigen	NTR1 agonist	NTR1 agonist cell count 20 µM	LYP phosphatase
Cc1ccc(-c2csc(/C(C#N)=C/Nc3ccccc3SC(F)(F)F)n2)cc1	2	531	-0.2%	-17%	0%	i	53	10%	7%	2.1	78	-7%
COc1ccc(S(=O)(=O)N2CCC(CN3C(=O)c4cccc5cccc(c45)C3=O)CC2)cc1	-6	584	-0.2%	11%	8%	i	45	5%	7%	-0.2	46	2%
CC(C)OC(=O)CNc1n[nH]c(=S)[nH]c1=O	-44	565	0.2%	4%	18%	.	.	-1%	11%	.	.	0%
CCOC(=O)c1cnc2ccc(Br)cc2c1NCCCN1CCOCC1	-6	836	-0.1%	8%	-3%	i	44	15%	7%	1.4	63	-2%
C=CCn1c(Cc2cccs2)nnc1SCC(=O)Nc1ccc(OC)cc1	.	.	0.2%	-4%	15%	i	43	7%	4%	-1.1	77	-4%
COc1ccc(C(CC(=O)O)NC(=O)C(c2ccccc2)c2ccccc2)cc1 (centres undefined)	7	851	0.0%	11%	14%	i	52	11%	8%	1.3	86	-4%
Cc1cc(NS(=O)(=O)c2ccc(NC(=S)NC(=O)c3ccc(C(C)(C)C)cc3)cc2)no1	-4	683	0.1%	-4%	-8%	i	46	3%	6%	3.1	41	3%
COc1cc2cc(CN(Cc3cccnc3)C(=O)Nc3ccccc3F)c(=O)[nH]c2cc1OC	-8	358	0.2%	-2%	-12%	i	28	1%	8%	3.1	44	-9%
COc1ccc(Cl)cc1C(=O)N/N=C/c1ccc(N2CCOCC2)cc1	0	710	0.0%	4%	-4%	i	46	1%	17%	-0.1	41	3%
CC(NC(=O)CSc1nc2c(c(C(F)(F)F)n1)CCc1ccccc1-2)c1ccccc1 (centres undefined)	-77	738	26%	-2%	43%	i	35	10%	9%	1.3	42	-8%
COC(=O)c1ccc2nc(C3CCCCC3)c3c(c2c1)CCC3	.	.	.	.	.	i	26	8%	1%	3.5	57	.
Nc1cccn2c(-c3ccc(Cl)c(Cl)c3)cnc12	-77	555	0.2%	6%	11%	i	49	14%	24%	15	56	2%
O=C(Oc1coc(CSc2nnc(NC(=O)C3CC3)s2)cc1=O)c1c(F)cccc1F	2	709	-1.0%	-8%	17%	i	39	4%	9%	3.6	57	-7%
CCN(CC)c1ncnc2sc3c(c12)CCC3	.	.	-0.1%	-3%	-8%	i	52	8%	12%	3.2	48	2%
COc1ccccc1NC(=O)CSC1=NCCN1	0	751	0.7%	2%	22%	i	37	11%	9%	.	.	-5%
O=C(CN(C(=O)CNC(=O)c1ccco1)c1ccc2c(c1)OCO2)NC1CCCCC1	.	.	0.0%	-3%	10%	i	29	-4%	-1%	-1.0	42	0%
CCC(O)c1cc2c(cc1NC(=O)c1ccc(C)cc1)OCCO2 (centres undefined)	-5	720	0.5%	6%	-9%	i	11	7%	3%	0.3	30	-3%
COc1ccccc1CNC(=O)COC(=O)CSc1ccc(Cl)cc1	.	.	.	.	.	i	19	-4%	2%	1.6	57	.
CC(C)(C)n1ncc(Oc2ccccc2[N+](=O)[O-])c(Cl)c1=O	-12	606	0.5%	-4%	3%	i	30	7%	2%	1.7	59	-1%
O=C(NCc1cccc(Cl)c1)NCc1cccc(Cl)c1	8	589	0.3%	5%	10%	i	46	-8%	-1%	-0.5	50	-2%
CC1CCC(C(C)C)C(OCC(O)CNC(C)c2ccccc2)C1 (centres undefined)	-15	658	-0.1%	-4%	11%	i	37	0%	6%	40*	63*	-3%
CC(C)C[C@@H](CC#N)N1CCN(CCc2ccccc2)CCC1=O	-14	661	0.0%	9%	-11%	i	15	9%	7%	-1.1	54	-11%
CCN1C(=O)c2ccc(C(=O)Nc3nccs3)cc2C1=O	2	699	-0.1%	11%	1%	i	58	8%	-5%	-3.4	29	-1%
CC(C)c1nnc(NC(=O)CCC(=O)N2CCN(Cc3ccc(F)cc3)CC2)s1	-21	646	0.0%	9%	6%	i	54	8%	9%	1.6	61	-11%
O=S1(=O)c2ccccc2N=NN1Cc1ccc(Cl)cc1	5	797	-0.2%	4%	-6%	i	24	9%	17%	0.7	64	-4%
COc1ccccc1CNC(=O)Cn1nnc(-c2ccncc2)n1	.	.	0.0%	14%	4%	i	59	-2%	6%	-4.1	80	-4%
CN1CCN(C(=O)Nc2ccccc2)CC1	0	680	0.2%	-9%	4%	i	20	5%	5%	1.1	65	-7%
CCc1cccc(CC)c1NC(=S)N1CCn2cccc2C1c1ccncc1 (centres undefined)	4	659	-0.3%	-2%	-1%	i	44	2%	1%	0.1	40	-4%

Structural class, the entries above with a tert-butyl group
SMILES	Hep lipid drop	Hep lipid drop cells 6.5 µM	GPR55 beta-arrestin	GPR35 antagonists	GPR55 LPI antagonism	T cell HTS	T cell HTS vesicle-bound %	MgcRacGAP inhibition	SV40 large T antigen	NTR1 agonist	NTR1 agonist cell count 20 µM	LYP phosphatase
Cc1cc(NS(=O)(=O)c2ccc(NC(=S)NC(=O)c3ccc(C(C)(C)C)cc3)cc2)no1	-4	683	0.1%	-4%	-8%	i	46	3%	6%	3.1	41	3%
CC(C)(C)n1ncc(Oc2ccccc2[N+](=O)[O-])c(Cl)c1=O	-12	606	0.5%	-4%	3%	i	30	7%	2%	1.7	59	-1%

Some entries already given with just Hep lipid drop cells 6.5 µM, MgcRacGAP inhibition and GPR35 antagonists.
Structure,Hep lipid drop cells 6.5 µM,MgcRacGAP inhibition,GPR35 antagonists
O=C(Oc1coc(CSc2nnc(NC(=O)C3CC3)s2)cc1=O)c1c(F)cccc1F,709,4%,-8%
CCN(CC)c1ncnc2sc3c(c12)CCC3,.,8%,-3%
COc1ccccc1NC(=O)CSC1=NCCN1,751,11%,2%
